# Screening results deposited in PubChem by National Center for Advancing Translational Sciences (NCATS).
# DT40 TDP1 CPT: growth inhibition of DT40 Tdp1-/-;hTDP1 cells with camptothecin (screen for TDP1 inhibitors) | chicken DT40 Tdp1-/-;hTDP1 cells + 20 nM CPT, ATP luminescence, 48 h | 420,000 tested, 12% active | Potency, µM (highest dose often 46.2 µM), inactives show top-dose activity change, negative = growth inhibition, usual class: inhibitors | AID 686979; active = well fitted inhibition curve with a large enough effect; inconclusive = small, poorly fitted or top-dose-only effect; note: nearly all actives have a fitted effect of over 55% in size
#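 Cell growth measured by CellTiter-Glo luminescence after a minimum 48 h, 37 C compound exposure with 20 nM CPT in Tdp1-knockout DT40 cells stably expressing hTDP1, seeded 400/well; qHTS titration format.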
# Active calls of the source: *; ? = inconclusive; [ ] = dose if it differs, or a comment. % is set by controls: 0 for no effect and ±100 for the full control effect; potency is the fitted concentration of half-maximal effect.
entry | smiles | DT40 TDP1 CPT
1 | CSc1ccccc1NC(=O)C1(C)CCN1C(=O)Cc1ccccc1Cl (stereo not given) | -9%
2 | CC(C)(C)NC(=O)C1(C)CCC(=O)N1C1CCN(Cc2ccccc2)CC1 (stereo not given) | 4%
3 | Cc1ccccc1CC(=O)Nc1ccc2c(c1)c(=O)n(C)n2-c1ccccc1F | ?
4 | Cc1ccccc1CN1C(=O)CSCC1(C)C(=O)Nc1c(C)cccc1C (stereo not given) | -2%
5 | Cc1cccc(C)c1NC(=O)C1C(c2ccc3c(c2)OCO3)=Nc2ccccc2N1C(=O)c1ccccc1 (stereo not given) | 5.2µM*
6 | O=C(Nc1nnc(-c2ccco2)o1)c1ccc(Br)s1 | ?
7 | COc1ccc(-c2cc(NC=O)c3ncc(-c4cccc(C(=O)NCCN(C)C)c4)n3c2)c(OC)c1 | 3.3µM*
8 | CCOC(=O)C1CCCN(C(=O)Cc2ccc(OC)c(OC)c2)CC1 (stereo not given) | -14%
9 | CCOC(=O)C1=C[C@@H](C2CCCC2)N(S(=O)(=O)c2ccc([N+](=O)[O-])cc2)[C@H]1c1ccccc1 | 21µM*
10 | CSc1ccc(OC2(C)CCN(Cc3ccccc3)C2)cc1 (stereo not given) | ?
11 | Cc1cc(C)n(CCNC(=O)[C@H]2O[C@@H](n3ccc(=O)[nH]c3=O)[C@H](O)[C@@H]2O)n1 | 0%
12 | COc1ccc(CCN2C(=O)c3ccccc3C2c2nnnn2C(C)C)cc1OC (stereo not given) | ?
13 | Cc1ccc(S(=O)(=O)N[C@@H](C)CO)cc1 | 2%
14 | COC(=O)c1ccc2nc(-c3ccc(F)cc3)c(Cc3ccc(C)cc3)n2c1 | ?
15 | C[C@@H](NC(=O)[C@@H]1CCCN1C(=O)[C@@H]1CCCN1C(=O)c1cccc(Cl)c1)c1ccccc1 | -24%
16 | Fc1ccc(-c2nc3ccc(Cl)cn3c2Cc2cccc(F)c2)cc1 | ?
17 | Cc1cc(NC(=O)c2ccc3sc([C@@H]4O[C@H](CO)[C@H](O)[C@H](O)[C@H]4O)nc3c2)n(C)n1 | 0%
18 | CCC(C(=O)NC(C)(C)C)n1c(-c2ccc3c(c2)OCO3)nc2ccccc21 (stereo not given) | ?
19 | COc1ccccc1-c1cnc(C(O)c2ccc(C)cc2C)[nH]1 (stereo not given) | -28%
20 | COCCc1ccc(OC2(C)CCN(Cc3cccn3-c3nccs3)C2)cc1 (stereo not given) | ?
21 | CCn1c(-c2ccccc2F)nc2cc(NC(C)=O)cc(C(=O)NCc3ncc(C)[nH]3)c21 | 19%
22 | CCOC1=C2CN(S(=O)(=O)c3ccc(C)cc3)[C@H](c3ccccc3)C[C@H]2[C@H]2C(=O)N(c3ccccc3)C(=O)[C@H]2C1 | -9%
23 | CCC(=O)N1CCC1(C)C(=O)Nc1cc(-c2ccccc2)nn1C (stereo not given) | 9%
24 | CN(C)CCCn1c2c(c(SCC(=O)Nc3ccc4c(c3)OCCO4)nc1=O)CCCC2 | -18%
25 | CCCc1cc(C(=O)OCC(=O)NCCc2ccccc2)sc1C | -8%
26 | CCN1CCCC1CNC(=O)c1cnn(-c2nccc(-c3cccs3)n2)c1C(C)C (stereo not given) | ?
27 | O=C(NCc1ccc(F)cc1)c1cc(C2CCCCN2C(=O)CCCc2ccccc2)on1 (stereo not given) | ?
28 | Cc1onc(-c2ccccc2)c1C(=O)NCCN1Cc2ccccc2OC(c2ccsc2)C1 (stereo not given) | -1%[9.04 µM]
29 | CC(C)(C)S(=O)N1Cc2cc(C(=O)NCC(F)(F)F)nc(-c3cccc(-c4cccc(F)c4)c3)c2[C@@H]1CCO (stereo not given in full) | 18µM*
30 | CC(C)(C)C(=O)Nc1ccc(N2CCN(C(=O)c3cccs3)CC2)cc1 | -7%
31 | Cc1c([N+](=O)[O-])oc2c1C(=O)NCCC2 | ?
32 | Cc1cc(C(=O)N2CCC2(C)C(=O)NS(=O)(=O)c2cccc(Cl)c2)nn1C (stereo not given) | -22%
33 | CC1(C)C2CCC(CN)C1C2 (stereo not given) | 14%
34 | Cc1cccc(C)c1-n1nnnc1C(c1ccccc1OC(F)(F)F)N1CCN(C/C=C/c2ccccc2)CC1 (stereo not given) | ?
35 | O=C1Nc2cnc(Cl)nc2Nc2ccccc21 | -21%
36 | CCCC(=O)N1CCOCC1c1cc(C(=O)Nc2ccccc2)no1 (stereo not given) | -3%
37 | CCN(C)C(=O)Oc1cccc([C@H](C)N(C)C)c1 | -11%
38 | O=S1(=O)CC(N2CCCC2)CN1C1CCCC1 (stereo not given) | 4%
39 | CCNC(=O)C1(C)CCN(C(=O)c2ccc(C(=O)OC)cc2)C1 (stereo not given) | 0%
40 | COc1ccc(Cc2c(-c3cccc(Cl)c3)nc3ccc(C)cn23)c(C)c1 | 16µM*
41 | Fc1cccc(Cc2c(-c3cccc(Br)c3)nc3ccc(Br)cn23)c1 | -29%
42 | OC[C@@H]1CN(CCN2CCOCC2)C[C@H](n2cnc3c(NC4CC4)ncnc32)O1 | -8%
43 | Cc1noc(C)c1NC(=O)N(C)C[C@@H]1OCc2cnnn2CCCC(=O)N([C@@H](C)CO)C[C@@H]1C | -9%
44 | Cc1ccc(C)c(C(O)c2ncc(-c3cccc4ccccc34)[nH]2)c1 (stereo not given) | ?
45 | O=C(NCc1ccco1)c1c(Cl)cccc1Cl | -4%
46 | O=C(COC(=O)c1cccc(S(=O)(=O)N2CCCCC2)c1)NCc1cccc(Cl)c1 | 0%
47 | CC1(C)CC(=O)C=C(c2ccc(-c3cnn(Cc4ccccc4)c3)cc2)C1=O | ?
48 | COC(=O)CCCn1cc(CN2CC(N3CCN(Cc4ccccc4F)CC3)CS2(=O)=O)nn1 (stereo not given) | -3%
49 | COc1cc(=O)n2c(c1C(=O)NCc1nonc1C)CCN(C(=O)c1cccc(C)c1C)CC2 | 4%
50 | CCOC(=O)C1=CCC2C(=O)N(CC)C(=O)C12 (stereo not given) | ?

# The listing continues.
entry | smiles | DT40 TDP1 CPT
51 | CCNC(=O)C1(C)CCCN(Cc2cccc3c2OCCO3)C1 (stereo not given) | 3%
52 | CCCn1c(C)cc(C(=O)CN2C(=O)NC3(CCCCCC3)C2=O)c1C | 10µM*
53 | O=[N+]([O-])c1ccc(CN2CC(N3CC=CC3)CS2(=O)=O)cc1 (stereo not given) | ?
54 | C[C@H]1CN([C@@H](C)CO)S(=O)(=O)c2ccc(Br)cc2O[C@H]1CN(C)C(=O)CCN1CCCCC1 | 14%
55 | CCN(CC)CCN(C)C(c1cc2ccccc2o1)c1nnnn1C(C)(C)C (stereo not given) | ?
56 | O=C(NCc1ccccc1)C(C1CC1)n1c(CSCCOc2ccccc2)nc2ccccc21 (stereo not given) | ?
57 | O=C(COC(=O)c1cc(=O)c2ccccc2o1)NCc1ccc(Cl)cc1 | 3%
58 | COc1ccccc1-c1noc(CCC(=O)Nc2cccnc2)n1 | -28%
59 | CCc1nnc(NC(=O)c2ccc3c(=O)n4c(nc3c2)CCC4)s1 | -28%
60 | CCCCCCCCN1C(=O)[C@H](CC(=O)NCCc2ccccc2OC)C[C@@]2(C(=O)OCC)CCC=C12 | ?
61 | CCOC(=O)C1(C)CCCN1C(=O)c1ccc(C(=O)OC)cc1 (stereo not given) | -16%
62 | CC(C)CNC(=O)C1(C)CCCN1C(=O)c1c(Cl)cccc1Cl (stereo not given) | -7%
63 | COc1cccc(/C=C/C(=O)OCC(=O)NC2CCCC2)c1 | -17%
64 | COc1ccc(CNC(=O)O[C@H]2Cn3c(=O)ccc(=O)n3[C@@H]3CN(S(=O)(=O)c4ccc(C)cc4)C[C@]23O)cc1OC | -26%
65 | Cc1ccc(C)c(N2CCN(C(c3ccccc3)c3nnnn3C(C)(C)C)CC2)c1 (stereo not given) | -80%
66 | Cc1ccc(S(=O)(=O)N2C[C@H]3n4c(=O)ccc(=O)n4C[C@H](OC(=O)NCC4CCCCC4)[C@@]3(O)C2)cc1 | 2.6µM*
67 | COc1ccc(NC(=O)N(C)C[C@H]2OCCCC[C@H](C)Oc3ccc(NC(=O)Nc4ccc5c(c4)OCO5)cc3C(=O)N([C@@H](C)CO)C[C@@H]2C)cc1 | 21µM*
68 | CCOC(=O)c1c(C)oc(=O)c(CC)c1O | 1%
69 | COc1ccc(F)cc1-c1cc(C(=O)NCc2cccc(C(F)(F)F)c2)[nH]n1 | ?
70 | COCCCNC(=O)c1csc([C@@H]2C[C@H](O)[C@@H](CO)O2)n1 | -5%

71) COc1ccc(C(C)C)cc1-c1cc(C(=O)NCc2cc(C(F)(F)F)cc(C(F)(F)F)c2)[nH]n1
  DT40 TDP1 CPT: ?
72) N#Cc1ccccc1COC(=O)c1cc(S(=O)(=O)N2CCOCC2)ccc1F
  DT40 TDP1 CPT: 8%
73) C=CCn1c(SCC(=O)Nc2cc(C)on2)nc2ccccc21
  DT40 TDP1 CPT: -23%
74) COc1ccc([C@H]2C[C@H](n3cc(COC(=O)c4ccccc4)nn3)[C@@H](O)CN2Cc2cccs2)cc1
  DT40 TDP1 CPT: ?
75) CC1CCCCC1=NNC(=O)c1ccccc1 (stereo not given)
  DT40 TDP1 CPT: -2%
76) COc1ccc(NC(=O)C2(C)Cc3c(-c4cccc(NC(C)=O)c4)ccnc3O2)cc1 (stereo not given)
  DT40 TDP1 CPT: 1.6µM*
77) COC(=O)c1ccccc1-c1cc(C)cc2c1OC(CNC(=O)c1cc(C)on1)C2 (stereo not given)
  DT40 TDP1 CPT: -9%[9.04 µM]
78) CCOc1ccc(Nc2ccc(S(=O)(=O)N3CCOCC3)cc2[N+](=O)[O-])cc1
  DT40 TDP1 CPT: ?
79) CN(C)CCCN1c2ccc(O)cc2Sc2ccc(Cl)cc21
  DT40 TDP1 CPT: ?
80) CC1(c2cccc(Br)c2)NC(=O)N(CC(=O)NCCC2=CCCCC2)C1=O (stereo not given)
  DT40 TDP1 CPT: ?
81) COc1cc2nc(N(C)C)c(CNCc3nonc3C)cc2c(OC)c1OC
  DT40 TDP1 CPT: 5%[9.04 µM]
82) COc1ccc(C(=O)C(=O)N2CCC(Cc3ccccc3)CC2)cc1OC
  DT40 TDP1 CPT: ?
83) O=C1NC[C@H](CCCCN2CCN(CCC3CCCCC3)C(=O)C2=O)N(CCC2CCCCC2)C1=O
  DT40 TDP1 CPT: 3%
84) CCC(=O)N1CCC1(C)C(=O)Nc1ccc2c(c1)CCN2C(C)=O (stereo not given)
  DT40 TDP1 CPT: 2%
85) CC(=O)Nc1cccc(-c2csc(C(C)(O)c3cccc(F)c3)n2)c1 (stereo not given)
  DT40 TDP1 CPT: 23µM*

86) C[C@@H]1CN([C@@H](C)CO)C(=O)c2cc(N(C)C)ccc2O[C@@H](C)CCCCO[C@@H]1CN(C)Cc1ccc2c(c1)OCO2
  DT40 TDP1 CPT: 16µM*
87) COc1ccc(NC(=O)COC(=O)c2ccc(S(=O)(=O)N3CCCCC3)cc2)c(OC)c1
  DT40 TDP1 CPT: -9%
88) O=C1NC[C@H](CCCCN2C[C@H](Cc3ccc(O)cc3)N(CCc3ccc(O)cc3)C(=O)C2=O)N(CC2CCCCC2)C1=O
  DT40 TDP1 CPT: 6%
89) O=C(NCc1cccnc1)C1C2C=CC(C2)C1C(=O)Nc1cccc(C(F)(F)F)c1 (stereo not given)
  DT40 TDP1 CPT: -22%
90) COc1ccc(CC(N)c2csc(Nc3ccc(C(C)=O)cc3)n2)cc1 (stereo not given)
  DT40 TDP1 CPT: 26µM*
91) COc1cc(OC)c(OC)cc1CN1CCCC(c2[nH]ncc2-c2cccc(C(F)(F)F)c2)C1 (stereo not given)
  DT40 TDP1 CPT: ?
92) Cc1nc(N2CCN(S(=O)(=O)c3cccs3)CC2)c2c(-c3ccccc3)c(C)sc2n1
  DT40 TDP1 CPT: ?
93) Cc1ccc(S(=O)(=O)NC[C@H]2O[C@@H](n3ccc(N)nc3=O)[C@H](O)[C@@H]2O)s1
  DT40 TDP1 CPT: -6%
94) CCC(c1nnnn1-c1c(C)cccc1C)N1CCN(c2ccc(C(F)(F)F)cc2[N+](=O)[O-])CC1 (stereo not given)
  DT40 TDP1 CPT: ?
95) CCCCn1nnnc1C(c1cccc(OC)c1OC)N1CCN(C/C=C/c2ccccc2)CC1 (stereo not given)
  DT40 TDP1 CPT: ?
96) CCN(CC)c1ccc(C(=O)NNC(=O)C2CCN(c3ncnc4sc(C)c(C)c34)CC2)cc1
  DT40 TDP1 CPT: ?
97) CCCc1cc(CN(C)C(=O)c2ccc(OC3CCN(C(C)=O)CC3)c(OC)c2)[nH]n1
  DT40 TDP1 CPT: -15%
98) O=S1(=O)CC(N2CCN(CCO)CC2)CN1Cc1cn(Cc2cccc(C(F)(F)F)c2)nn1 (stereo not given)
  DT40 TDP1 CPT: -15%
99) CCC(c1nnnn1-c1ccc2c(c1)OCCO2)N1CCN(CC)CC1 (stereo not given)
  DT40 TDP1 CPT: 8%
100) CC(=O)NC(c1cccc(F)c1)c1nc(-c2ccc(C)c(C)c2)cs1 (stereo not given)
  DT40 TDP1 CPT: ?

101) CC1(C(=O)NS(=O)(=O)c2ccc(F)cc2F)CCN1C(=O)C1CCCCC1 (stereo not given)
  DT40 TDP1 CPT: 12%
102) CCN(CC)Cc1cc(Oc2ccc(O)c(CN(CC)CC)c2)ccc1O
  DT40 TDP1 CPT: 21µM*
103) Cc1ccsc1CNC(=O)C1(C)CCCN1CC(C)C (stereo not given)
  DT40 TDP1 CPT: 15µM*
104) O=C(OCc1ccc(Br)cc1)c1cc([N+](=O)[O-])ccc1N1CCOCC1
  DT40 TDP1 CPT: 0.73µM*

# Not all compounds are listed. The share of hits here may be higher or lower than overall.
